# KLK7 zymogen act: proKLK7 zymogen activators, primary screen, biochemical, fluorescence intensity | Kallikrein-7 (Homo sapiens), P49862 | purified proKLK7, EDANS-DABCYL substrate fluorescence; 100% is mature enzyme control, 0% vehicle | activation, % at 7 µM | 0.9% of 370,000 active | AID 652039, 2013;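 active = activation above the mean of all tested compounds plus 3 SD, computed per campaign excluding outliers beyond control limits, cut at about 13% in these data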
# Target sequence (P49862 whole entry, looked up): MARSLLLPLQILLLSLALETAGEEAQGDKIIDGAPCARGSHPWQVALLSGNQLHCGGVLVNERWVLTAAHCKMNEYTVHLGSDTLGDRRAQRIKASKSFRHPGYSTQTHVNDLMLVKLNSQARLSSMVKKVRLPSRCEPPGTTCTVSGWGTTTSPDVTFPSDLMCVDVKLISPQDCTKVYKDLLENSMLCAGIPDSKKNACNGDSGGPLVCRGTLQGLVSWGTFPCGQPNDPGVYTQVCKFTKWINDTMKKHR
# DDE Tn7 FP inh: inhibitors of Tn7 peptide binding to fibrin DD(E), primary screen, biochemical, fluorescence polarization, human fibrin, Tn7 probe. FP displacement of FITC-Tn7 peptide from fibrin DD(E); 0% = median of compound wells per plate. inhibition, % at 8.3 µM. 0.13% of 370,000 active. AID 720508, 2013;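 active = inhibition above the mean of compounds falling within the control limits plus 3 SD of them, cut at about 14% in these data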;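 also: 0% = plate median of compound wells and 100% = 10 µM Aha-Tn7 peptide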
#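 System: human fibrin DD(E); quantity: Fibrin-DD(E) at 2 µM final; also added: fluorescent Tn7 probe at 0.1 µM; compound dosing: single nominal test concentration of 8.3 µM per compound; schedule: 10 min preincubation, 3 h with tracer, room temperature; detection: fluorescence polarization of the labelled Tn7 tracer; repeats: one replicate per compound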
# ADAM10 inh: human ADAM10 inhibitors, primary screen, biochemical, QFRET, HTS | recombinant ADAM10, EDANS/DABCYL FRET peptide cleavage, 3 h | inhibition, % at 7 µM | 0.62% of 370,000 active;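 active = inhibition above a per-campaign cutoff equal to the mean of compounds falling between control-based bounds plus 3 SD, cut at about 20% in these data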;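 also: 0% = DMSO wells while the 100% control is not disclosed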
# ADAM17 inh: ADAM17 inhibitors, primary screen, biochemical, QFRET; Disintegrin and metalloproteinase domain-containing protein 17 (Homo sapiens), P78536; recombinant ADAM17, EDANS/DABCYL FRET peptide cleavage; inhibition, % at 6.95 µM; 0.83% of 370,000 active;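 active = inhibition above the mean of compounds lying between control limits plus 3 SD, set per campaign, cut at about 8.5% in these data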;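 also: 0% = DMSO-only wells as the low control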
# TDP2 inh: human TDP2 enzyme inhibitors, primary screen, biochemical, epi absorbance, recombinant enzyme; Tyrosyl-DNA phosphodiesterase 2 (Homo sapiens), O95551; T5PNP hydrolysis, p-nitrophenol absorbance 415 nm; inhibition, % at 12.8 µM; 0.34% of 370,000 active; AID 720702, 2013;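 active = inhibition above the mean of all tested compounds plus 3 SD, set per campaign, cut at about 25% in these data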;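 also: 0% = DMSO with enzyme and 100% = buffer with substrate but no TDP2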
# Target sequence (O95551 whole entry, looked up): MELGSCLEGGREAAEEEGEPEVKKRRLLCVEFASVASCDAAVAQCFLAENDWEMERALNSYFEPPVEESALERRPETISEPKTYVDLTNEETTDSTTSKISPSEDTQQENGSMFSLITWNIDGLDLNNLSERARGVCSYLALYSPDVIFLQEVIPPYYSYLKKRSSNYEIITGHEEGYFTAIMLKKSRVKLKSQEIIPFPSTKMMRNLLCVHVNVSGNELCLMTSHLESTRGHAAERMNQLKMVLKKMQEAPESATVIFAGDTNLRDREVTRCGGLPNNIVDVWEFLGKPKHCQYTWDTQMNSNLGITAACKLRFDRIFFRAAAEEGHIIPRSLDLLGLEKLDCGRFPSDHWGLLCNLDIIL
#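 Test system: human TDP2 enzyme; Input: 120 nM TDP2 per well; Buffer or medium: Mg2+-containing Tris-HCl buffer, pH 7.5; Reagent: 5 mM T5PNP; Dosing: 12.8 µM single point, 1% DMSO; Incubation: reaction 2 h, 37 °C; Detection: p-Nitrophenol epi absorbance; Read-out: % inhibition relative to enzyme-containing and enzyme-free wells; Replicates: single well per compound.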
# PLCg1 inh: PLC-gamma1 enzyme inhibitors, primary screen, biochemical, fluorescence, purified enzyme; 1-phosphatidylinositol 4,5-bisphosphate phosphodiesterase gamma-1 (Homo sapiens), P19174; fluorogenic substrate; inhibition, % at 12.2 µM; 0.84% of 370,000 active; AID 720700, 2013; in the data active = inhibition above about 9.5%
# LEDGF integ inh: blockers of LEDGF/p75-dependent integrase strand transfer – biochemical, TR-FRET, high throughput, primary screen | HIV-1 integrase (with human LEDGF/p75) | TR-FRET IN-LEDGF/p75 DNA integration, Eu/Cy5 | inhibition, % at 3.7 µM | 0.64% of 370,000 active | AID 743269, 2014;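 active = inhibition above the screen-wide mean plus 3 SD, cut at about 13% in these data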;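 also: signal is the Cy5 over europium emission ratio at 671 and 618 nm; 0% = plate median of compound wells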
# DDE Tn6 FP inh: inhibitors of Tn6 peptide binding to fibrin DD(E), primary screen, biochemical, fluorescence polarization, human fibrin, Tn6 probe. Fibrin DD(E) TRITC-Tn6 fluorescence polarization displacement. inhibition, % at 8.3 µM. 0.21% of 370,000 active;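 active = inhibition above a per-campaign cutoff: mean of compounds within control limits plus 3 SD, cut at about 15% in these data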;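 also: 0% = median of all compound wells on the plate and 100% = blocking peptide control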
# ARFGAP1 inh: inhibitors of rat ARFGAP1 GAP activity, primary screen, biochemical, fluorescence polarization, GDP tracer; Arfgap1-stimulated ARF1 GTP hydrolysis, GDP FP detection; inhibition, % at 16.5 µM; 0.26% of 360,000 active; AID 651572, 2012;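 active = inhibition above a per-plate limit, mean inhibition of low control wells plus 3 SD, cut at about 25% in these data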;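 also: 0% = DMSO wells with enzyme and 100% = wells lacking Arfgap1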
#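 Material: truncated rat Arfgap1 GAP domain; Incubation: compound-enzyme preincubation 20 min, reaction 120 min, detection 60 min, 25 °C; Read-out: percent inhibition of Arfgap1-stimulated GTP hydrolysis; Technique: FP, GDP Alexa 633 tracer displaced from anti-GDP antibody, 620/688 nm; Controls: No-Arfgap1 wells (100%) versus DMSO full-reaction wells (0%); Replication: single well per compound.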
# ASAP1 GAP inh: inhibitors of human ASAP1 ArfGAP activity, primary screen, biochemical, fluorescence polarization; Arf-GAP with SH3 domain, ANK repeat and PH domain-containing protein 1 (Homo sapiens), …; 0.19% of 360,000 active; ASAP1-stimulated ARF1 GTP hydrolysis, GDP FP detection; inhibition, % at 16.5 µM; in the data active = inhibition above about 25%;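 also: 0% = vehicle with enzyme and substrate and 100% = no enzyme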
# Target sequence (Q9ULH1 325-724 limits assumed): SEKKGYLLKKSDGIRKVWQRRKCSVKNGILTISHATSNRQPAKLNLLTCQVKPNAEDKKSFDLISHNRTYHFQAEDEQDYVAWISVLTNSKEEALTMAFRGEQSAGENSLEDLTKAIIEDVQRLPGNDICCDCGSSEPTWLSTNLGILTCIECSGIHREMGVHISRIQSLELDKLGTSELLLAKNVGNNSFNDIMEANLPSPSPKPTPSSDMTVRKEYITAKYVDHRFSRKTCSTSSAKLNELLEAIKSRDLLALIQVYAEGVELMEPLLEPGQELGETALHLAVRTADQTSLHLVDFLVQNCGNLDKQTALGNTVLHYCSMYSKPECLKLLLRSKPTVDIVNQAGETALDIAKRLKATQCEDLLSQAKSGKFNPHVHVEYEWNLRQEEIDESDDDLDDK
# Starred values were filed as active, the others as inactive. No enrichment for hits. About 4.2% of those tested had a hit in this group.
SMILES	ARFGAP1 inh	ASAP1 GAP inh	DDE Tn6 FP inh	TDP2 inh	LEDGF integ inh	KLK7 zymogen act	ADAM17 inh	DDE Tn7 FP inh	PLCg1 inh	ADAM10 inh
CN(CC(=O)NCc1ccc(Cl)cc1)S(=O)(=O)c1cccs1	8.4	0.4	6.7	8.0	-3.5	-0.2	-5.3	-0.3	-4.8	1.3
O=C1CSc2nc3ccccc3n21	-15.9	-2.3	4.0	11.5	1.4	0.4	-2.2	-3.5	-4.7	-3.9
COC(=O)c1ccc(N)c(N=CC2=C(O)CC(C)(C)CC2=O)c1	-2.9	11.1	9.0	1.3	-1.1	-50.1	-28.2	-2.1	-345.3	-129.2
Cc1cccn2c(NC(=O)c3cccs3)c(-c3ccccc3)nc12	8.9	-5.9	0.6	-3.6	1.0	0.1	-1.7	-2.5	-0.8	-3.0
COc1ccc(CNC(=O)CCn2c(=O)[nH]c3ccccc3c2=O)cc1	-0.5	2.4	-3.3	-4.0	-2.9	-0.7	-10.0	2.2	0.3	-4.7
Cc1nc2c(sc(=S)n2Cc2ccco2)c(=O)n1CC(=O)Nc1ccc(F)cc1	-7.3	-3.8	6.0	7.9	0.0	-0.2	-0.1	2.5	1.7	1.1
COc1ccc(C(=O)NC(=S)NNC(=O)CNC(=O)C2CCCCC2)cc1	6.5	23.8	0.9	-2.0	0.3	0.3	-0.2	-9.0	-1.0	0.7
CCOc1ccccc1/C=N/NC(=O)c1cccc(S(=O)(=O)N2CCOCC2)c1	7.2	-8.9	-3.1	-3.2	4.4	-0.2	1.9	-1.4	2.5	7.7
CCC(C)NC(=O)CSc1nc2c(sc(=S)n2Cc2ccco2)c(=O)n1-c1ccccc1 (centres undefined)	-12.1	7.6	-1.4	3.7	-2.5	-0.3	1.1	-6.8	1.5	0.9
COc1ccccc1NC(=O)C(C)OC(=O)CCSc1ccc(F)cc1 (centres undefined)	-0.1	-5.0	5.7	-6.4	-1.6	0.0	1.9	-1.4	3.5	11.0
CN1CCCN(S(=O)(=O)c2cccc(C(F)(F)F)c2)c2nc3ccccc3nc21	2.4	5.5	-7.3	5.4	-2.5	-1.5	-32.1	-2.7	-44.6	-124.5
CCC(=O)c1ccc(OCc2ccc(C(=O)OC)o2)c(OC)c1	-5.3	0.0	-3.5	1.9	1.0	-0.2	0.4	-2.5	0.8	0.9
CCCC(=O)N1CCCC1(C)C(=O)Nc1cccc(OC(C)C)c1 (centres undefined)	3.5	10.8	2.5	-2.1	3.5	0.5	0.0	-5.6	3.3	-5.8
CCOc1ccc(N2CC(C(=O)OC)CC2=O)cc1 (centres undefined)	12.0	3.1	3.8	-5.8	-3.6	-0.1	-0.3	2.0	0.6	6.3
CN(C)c1cccc(N=C2C=C(N3CCOCC3)CC(C)(C)C2)c1	-6.0	-9.0	6.8	6.2	-2.6	1.0	0.2	5.6	1.8	1.0
Fc1ccc(C(c2nnnn2C2CCCC2)N2CCN(Cc3ccncc3)CC2)cc1 (centres undefined)	-2.1	11.4	7.4	-3.2	0.7	-0.2	0.8	0.1	-0.7	2.7
CC(=O)c1ccc(OC(C)c2nc3ccccc3s2)cc1 (centres undefined)	8.9	-1.1	0.8	1.1	0.3	-0.2	-3.6	-3.7	-1.5	2.9
CC(C)CN1CCC(=O)N([C@H](CSc2ccc(Br)cc2)Cc2ccccc2)CC1	-6.0	5.6	-0.6	-8.7	-3.1	0.5	3.1	2.1	1.7	13.3
COc1ccc(S(=O)(=O)N2CCCCC2)cc1NC(=O)C1CCCC1	-13.1	-2.7	2.5	3.9	-2.2	0.1	0.6	4.0	1.8	-12.6
O=C(Nc1ccc([N+](=O)[O-])cc1)c1ccccc1	-6.3	10.8	2.6	-9.6	-6.0	0.3	-2.9	0.4	0.3	-11.4
O=C(O)c1cccc(NC(=S)NC(=O)C(c2ccccc2)c2ccccc2)c1	-9.7	-7.7	2.8	-10.2	-0.8	0.2	0.4	-2.1	1.2	0.8
O=C1C2C(c3ccccc3)C=CC(c3ccccc3)C2C(=O)N1c1ccccn1 (centres undefined)	-9.3	-1.4	-16.4	0.9	-1.3	-0.5	-4.0	6.6	-27.2	-5.2
CCCC(=O)N1CCC1(C)C(=O)Nc1ccc(C)c(C)c1 (centres undefined)	3.2	2.4	-6.5	2.2	5.4	0.3	-2.3	-4.5	2.8	3.2
CC(=O)c1ccc(N2CCN(C(=O)CNS(=O)(=O)c3ccc4c(c3)OCCCO4)CC2)c(F)c1	-5.9	7.2	2.4	-7.0	-5.7	0.6	-1.8	0.1	0.6	-13.7
CC1(C)SC[C@H](C(=O)Nc2cccc(Cl)c2)N1C=O	6.5	-4.1	-4.3	0.5	-3.3	-0.3	0.5	-2.0	4.8	3.2
COc1ccc(CNC(=O)c2c(C)cc(=O)oc2C)cc1OC	4.7	-6.4	3.7	-8.1	-0.2	0.2	2.1	-0.5	0.6	-2.4
O=C(OCCc1ccccn1)c1cccc([N+](=O)[O-])c1	-6.5	15.3	-3.1	-6.5	1.8	0.3	-0.9	-6.6	6.6	-4.5
CCCN(CCC)Cc1cc(=O)oc2cc(C)c(Cl)cc12	-17.0	-7.9	-3.6	4.5	-6.8	-0.5	-7.6	4.0	-9.6	-27.4
COc1ccc(OCC(O)Cn2c(=N)n(CCN3CCOCC3)c3ccccc32)cc1 (centres undefined)	4.6	1.1	2.9	7.2	1.8	-0.6	-2.8	6.5	1.8	1.8
CC(C)c1ccc(N(CC(=O)N2CCOCC2)S(C)(=O)=O)cc1	-12.3	2.2	1.7	5.6	-1.6	-0.1	2.0	8.2	3.0	0.7
O=C1CCC(CCc2nc3ccccc3[nH]2)(c2ccccc2)C(=O)N1 (centres undefined)	-12.1	9.3	-7.4	-7.0	-4.2	-0.1	-1.6	0.0	0.7	0.3
O=C(N/N=C/c1cccc([N+](=O)[O-])c1)C(=O)N1CCCCCC1	-2.6	-5.6	-1.7	5.4	0.4	-0.3	-1.2	4.5	-1.1	-0.9
Cc1ccc(O)c(N=Nc2ccc(S(=O)(=O)N3CCCC3)cc2)c1	-9.1	3.9	2.2	-5.8	5.8	0.5	0.1	2.4	2.9	0.0
Cc1cccc(NC(=O)c2cccc(C(=O)Nc3cccc(C)c3C)n2)c1C	2.0	-0.8	-2.6	-5.3	0.5	0.1	-1.9	-7.5	1.0	4.7
COc1ccc(NC(C)=O)cc1S(=O)(=O)NC1CCSc2ccccc21 (centres undefined)	2.5	2.7	3.5	4.5	-5.0	-0.8	-4.9	2.1	-0.9	-0.4
O=C(COC(=O)Cc1cccc(C(F)(F)F)c1)Nc1cccc2ccccc12	5.6	14.2	1.0	-10.1	0.6	-1.1	5.2	-5.2	1.3	7.9

# Exported with values under each structure: entries from further up.
# Values in the order – ARFGAP1 inh, ASAP1 GAP inh, DDE Tn6 FP inh, TDP2 inh, LEDGF integ inh, KLK7 zymogen act, ADAM17 inh, DDE Tn7 FP inh, PLCg1 inh, ADAM10 inh
- CCC(C)NC(=O)CSc1nc2c(sc(=S)n2Cc2ccco2)c(=O)n1-c1ccccc1 (centres undefined)
    -12.1, 7.6, -1.4, 3.7, -2.5, -0.3, 1.1, -6.8, 1.5, 0.9
- COc1ccccc1NC(=O)C(C)OC(=O)CCSc1ccc(F)cc1 (centres undefined)
    -0.1, -5.0, 5.7, -6.4, -1.6, 0.0, 1.9, -1.4, 3.5, 11.0

# Other entries:
SMILES	ARFGAP1 inh	ASAP1 GAP inh	DDE Tn6 FP inh	TDP2 inh	LEDGF integ inh	KLK7 zymogen act	ADAM17 inh	DDE Tn7 FP inh	PLCg1 inh	ADAM10 inh
O=S(=O)(N/N=C/c1ccc2c(c1)OCO2)c1ccc(Br)cc1	2.3	-13.7	3.9	2.1	0.4	0.3	-0.4	-5.7	0.7	2.1
CN(C)CCCOc1cccc(Oc2ccccc2)c1	-7.8	-9.7	-4.7	-2.5	0.8	0.0	2.8	-8.1	1.0	9.6
CC(=O)Nc1ccc(S(=O)(=O)N[C@@H](C)C(=O)Nc2ccc(N3CCOCC3)cc2)cc1	8.0	4.5	-1.5	2.4	-3.6	-0.4	-3.5	5.7	-49.1	-1.9
Cc1cc(C)c(S(=O)(=O)NCCn2c(C)cc3ccccc32)c(C)c1	6.4	-2.5	55.7*	0.4	6.7	-0.2	-0.2	-8.1	-19.6	-6.5
Cc1ccc(N(CC(=O)NC2CCCCC2)C(=O)CNC(=O)c2cccs2)cc1	7.5	5.2	8.6	-20.2	-0.7	0.1	-0.1	1.2	3.9	11.3
O=C(Nc1ccn(Cc2ccc(F)cc2)n1)c1ccncc1	8.4	11.5	-1.4	4.7	3.0	0.4	-7.2	-6.9	-0.2	5.6
CC(=O)Nc1ccc(S(=O)(=O)N2CCN(C(=O)c3ncoc3-c3ccccc3F)CC2)cc1	12.5	3.6	0.5	12.9	-0.7	0.4	-0.2	-1.8	-1.2	0.4
COc1ccc(-c2cc(C(F)(F)F)nc(S(=O)(=O)CCC(=O)N3CCOCC3)n2)cc1	3.0	7.3	-1.4	-2.8	1.0	-0.5	-7.3	6.4	-20.2	-40.1
Cc1cc(NC(=O)CCC(=O)N(CC(=O)NC2CCCC2)c2ccc(F)c(Cl)c2)no1	-8.1	3.2	-13.7	-1.4	-1.8	0.1	-4.4	2.3	-0.6	-4.9
COc1ccc(N2CCN(C(=O)c3cc(=O)c4ccc(C)cc4o3)CC2)cc1	4.0	18.4	-0.4	-7.4	4.4	-0.6	-0.4	6.4	2.6	4.0
Cc1ccc(C(c2sc3ncnn3c2O)N2CCC(C)CC2)cc1 (centres undefined)	-2.1	-2.2	-4.6	-5.5	-2.3	-0.2	0.7	-3.2	2.7	-14.2
COC(=O)c1ccc2nc(C)cc(Nc3ccccc3C)c2c1	3.8	-8.2	6.7	6.8	-4.0	-0.7	-0.1	7.8	-12.3	-10.5

# Assay outcomes deposited in PubChem BioAssay by The Scripps Research Institute Molecular Screening Center.
